Screening results: PubChem, Broad Institute
ARNT TACC3 PPI: ARNT/TACC3 interaction disruption; AID 623870; AlphaScreen His-ARNT PAS-B/GST-TACC3 binding, luminescence; TACC3 fragment carries E629A point mutation; Q9Y6A5; 0.66% of 390,000 active; inhibition, % at 9.99 µM;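 active = mean inhibition of replicates at least 50% and at least half of replicates each reaching 50%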;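 also: 0% = complete ARNT plus TACC3 wells and 100% = ARNT alone without TACC3; many hits fall short of the cut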
C2C12 statin: protects C2C12 myotubes from simvastatin toxicity | ATP luminescence, 48 h; scaled: DMSO 0, geranylgeraniol control 100 | rescue of ATP level, % at 7.49 µM | 0.78% of 330,000 active | AID 602340;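 active = mean ATP rescue above about 67%, or every replicate alone reaching that limit, limit read from the data, passing the limit was not always enough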;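 also: myotubes were challenged with 10 µM simvastatin during compound exposure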
esBAF inh: SWI/SNF esBAF complex inhibition; reporter increase, % at 12.5 µM; 2% of 350,000 active; mouse ES cells, Bmi1-luciferase knock-in reporter, 24 h; 100% = twice the neutral-well signal; AID 602393; in the data active = activation above about 40%;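 also: 0% = median of the plate's neutral control wells and 100% = double that signal; a rise in the Bmi1 reporter signal indicates esBAF inhibition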
Cneo AK release: Cryptococcus neoformans lysis via adenylate kinase release. C. neoformans lysis, adenylate kinase release luminescence, 4 h; normalised: neutral wells 0, clomiphene wells 100. AID 651654. 0.2% of 360,000 active. lysis activity, % at 15 µM;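 active = mean lysis activity across replicates of at least 80%, whatever share of replicates individually reach that level; inactive = mean lysis activity below 80%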
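Material – Cryptococcus neoformans yeast cells · Quantity – 5 × 10^6 yeast cells/mL · Buffer or medium – YPD medium · Compound – single dose · Timing – 4 h static compound exposure, 37 °C, read 1 h post-reagent · Signal – adenylate kinase release luminescence · Read-out basis – lysis from increased AK signal · Benchmarks – Clomiphene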
ERp5 block: blocks human ERp5 reductase activity on insulin; Q15084; ERp5 insulin aggregation, absorbance 650 nm, 90 min; inhibition, % at 9.99 µM; 0.05% of 350,000 active;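 active = mean replicate inhibition above about 25%, with every replicate also reaching it, limit read from the data, passing the limit was not always enough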
Target sequence (Q15084 whole entry, looked up): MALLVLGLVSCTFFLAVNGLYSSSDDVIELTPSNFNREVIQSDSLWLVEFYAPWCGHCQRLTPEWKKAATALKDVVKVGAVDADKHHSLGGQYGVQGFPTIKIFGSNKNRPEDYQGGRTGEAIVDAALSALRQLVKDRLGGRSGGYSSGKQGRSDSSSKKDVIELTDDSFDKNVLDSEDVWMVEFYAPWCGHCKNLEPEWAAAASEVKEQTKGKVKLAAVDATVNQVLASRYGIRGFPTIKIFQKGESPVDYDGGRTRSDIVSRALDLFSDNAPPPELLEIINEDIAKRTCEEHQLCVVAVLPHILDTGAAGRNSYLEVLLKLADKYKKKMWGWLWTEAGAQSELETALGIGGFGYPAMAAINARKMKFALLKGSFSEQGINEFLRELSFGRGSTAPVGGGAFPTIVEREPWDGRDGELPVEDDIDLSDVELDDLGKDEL
SIRT5 inh: blocks human SIRT5 desuccinylation of peptide | Q9NXA8 | Purified SirT5, succinyl-peptide AMC, trypsin-coupled fluorescence | inhibition, % at 15 µM | 1.1% of 330,000 active | AID 652115; in the data active = inhibition above about 15%
Target sequence (Q9NXA8 whole entry, looked up): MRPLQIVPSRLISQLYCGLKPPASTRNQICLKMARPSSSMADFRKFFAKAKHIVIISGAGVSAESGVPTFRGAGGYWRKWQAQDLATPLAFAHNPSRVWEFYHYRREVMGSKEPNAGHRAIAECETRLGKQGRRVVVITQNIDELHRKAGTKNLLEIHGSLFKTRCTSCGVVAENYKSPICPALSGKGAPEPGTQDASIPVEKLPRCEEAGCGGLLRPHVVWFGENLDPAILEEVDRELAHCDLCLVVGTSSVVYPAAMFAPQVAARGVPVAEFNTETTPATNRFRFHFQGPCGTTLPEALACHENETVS
miR122 inh: miR-122 inhibition in Huh7 cells; Huh7 miR-122 Renilla luciferase sensor, 48 h; neutral wells = 0, positive control = 100; activation (reporter increase), % at 12.5 µM; 0.3% of 340,000 active;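 active = mean replicate activation score at least 90 and every replicate individually at or above 90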;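 also: higher luciferase means less miR-122 activity so hits act as miR-122 inhibitors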
An asterisk follows results filed as active; . = not tested or not shown; & = joins results of further samples; [ ] = remark or other dose.

Preview (4 entries):
(1) O=C(CN1CCN(C(=O)C2CCCO2)CC1)Nc1cc(Cl)ccc1Cl (stereo not drawn)
(2) CN(C)c1ccc(Nc2ccc([N+](=O)[O-])cn2)cc1
(3) COc1ccc(OC)c(C(=O)NC(CC(N)=O)c2ccc(NCCN3CCCCC3)c([N+](=O)[O-])c2)c1 (stereo not drawn)
(4) CCC(Cc1ccccc1)NC(=O)C1CCC(CNc2c(N3CCCC3)c(=O)c2=O)CC1 (stereo not drawn)

screen / no.	1	2	3	4
ARNT TACC3 PPI	-5	0	13	8
C2C12 statin	0	0	11	-6
esBAF inh	2	50*	2	-8
Cneo AK release	0	1	7	-3
ERp5 block	3	2	5	1
SIRT5 inh	-6	-2	1	-3
miR122 inh	0	-3	.	-2

Main list (from the top)
(1) O=C(CN1CCN(C(=O)C2CCCO2)CC1)Nc1cc(Cl)ccc1Cl (stereo not drawn)
(2) CN(C)c1ccc(Nc2ccc([N+](=O)[O-])cn2)cc1
(3) COc1ccc(OC)c(C(=O)NC(CC(N)=O)c2ccc(NCCN3CCCCC3)c([N+](=O)[O-])c2)c1 (stereo not drawn)
(4) CCC(Cc1ccccc1)NC(=O)C1CCC(CNc2c(N3CCCC3)c(=O)c2=O)CC1 (stereo not drawn)
(5) COC(C(=O)NNS(=O)(=O)c1ccc([N+](=O)[O-])cc1)c1ccccc1 (stereo not drawn)
(6) Cc1ccc(S(=O)(=O)Nc2c(C)nc3nc[nH]n3c2=O)c(C)c1

screen / no.	1	2	3	4	5	6
ARNT TACC3 PPI	-5	0	13	8	-2	-4
C2C12 statin	0	0	11	-6	0	2
esBAF inh	2	50*	2	-8	3	1
Cneo AK release	0	1	7	-3	-2	1
ERp5 block	3	2	5	1	1	-2
SIRT5 inh	-6	-2	1	-3	.	-6
miR122 inh	0	-3	.	-2	1	3

(7) COc1ccc(C(=O)NNC(=O)c2cc(C)[nH]n2)cc1
(8) CC(=O)Nc1cnc(-c2ccc3c(c2)OCO3)cn1
(9) Fc1ccc(Nc2nc(Oc3ccc4c(c3)OCO4)nc(N3CCOCC3)n2)c(F)c1
(10) O=C(c1cc2ccccc2o1)N(Cc1ccco1)Cc1cccs1
(11) CCN(CC(=O)NCc1ccc(F)cc1)S(=O)(=O)c1ccc(C)cc1
(12) O=C(Nc1cccc(C(F)(F)F)c1)Nn1cnnc1

screen / no.	7	8	9	10	11	12
ARNT TACC3 PPI	2	.	-1	17	9	.
C2C12 statin	.	9	0	5	5	0
esBAF inh	.	19	3	-7	-2	2
Cneo AK release	.	-4	1	-4	3	1
ERp5 block	-5	5	.	0	2	3
SIRT5 inh	1	-2	.	-4	-5	-5
miR122 inh	.	1	0	10	.	-3

(13) COc1ccccc1-c1ccc([C@H]2[C@H]3CN(C(=O)c4ccncc4)CCCCN3[C@H]2CO)cc1
(14) CN(C)C(=O)C(NC(=O)c1ccccc1)=C(Cl)Cl
(15) CCOC(=O)c1ccccc1NC(=O)CSc1nc2ccncc2[nH]1
(16) CCOC(=O)C1=CNS(=O)(=O)NC1c1ccc(C[C@H](NC(=O)CNC(=O)CCc2ccccc2)C(N)=O)cc1 (stereo partly drawn)
(17) CC1(C(=O)NCc2ccccc2)CCC(=O)N1CCCn1ccnc1 (stereo not drawn)
(18) CC(=O)c1c(C)[nH]c(C2=NNC(=NCc3ccccc3)SC2)c1C

screen / no.	13	14	15	16	17	18
ARNT TACC3 PPI	6	-5	.	-12	.	12
C2C12 statin	.	10	-8	8	-2	.
esBAF inh	.	-3	4	0	-7	.
Cneo AK release	1	0	-6	0	7	.
ERp5 block	-4	3	-1	1	-3	-1
SIRT5 inh	0	-6	-4	-8	2	-4
miR122 inh	9[16.7 µM]	-5	-2	.	0	.

(19) CCCc1cc(=O)oc2c3c(cc(OCC(=O)NCCN4CCOCC4)c12)OC(C)(C)CC3
(20) CC[n+]1c(/C=C/Nc2ccccc2)oc2ccc(OC)cc21
(21) Cn1cc(Br)c(C(=O)NN2C(=O)C3C(C2=O)C2C=CC3C23CC3)n1 (stereo not drawn)
(22) O=C(Cc1ccc(Br)cc1)NC1CCN(Cc2ccccc2)CC1
(23) CSc1cccc(NC(=O)CCn2c(=O)c3cccn3c3cccnc32)c1
(24) OCC1OC(n2cnc3c(SCc4ccccc4)ncnc32)C(O)C1O (stereo not drawn)

screen / no.	19	20	21	22	23	24
ARNT TACC3 PPI	3	4	-6	3	12	-5
C2C12 statin	0	.	15	10	1	.
esBAF inh	-1	.	-3	-1	-6	.
Cneo AK release	-2	.	0	-2	2	.
ERp5 block	-2	3	7	4	-3	-12
SIRT5 inh	.	-4	.	1	0	-2
miR122 inh	-1	.	-1	-6	-6	-3

(25) Cc1cccc(C(=O)NCC(=O)NC(C)CCc2ccccc2)c1 (stereo not drawn)
(26) O=C1C2CC=C(Cl)CC2C(=O)N1CC1OCCc2ccccc21 (stereo not drawn)
(27) C[C@H](CO)N1C[C@H](C)[C@@H](CN(C)S(=O)(=O)c2ccccc2)Oc2ccc(NC(=O)c3ccncc3)cc2C1=O
(28) Cc1cc2n(n1)C(c1ccco1)Nc1ccccc1-2 (stereo not drawn)
(29) Cc1ccnc(Sc2nc3c(c(=O)[nH]c(=O)n3C)n2CCCc2ccccc2)n1
(30) COc1ccc2nc(N3CCN(C(=O)c4ccc5ncsc5c4)CC3)sc2c1

screen / no.	25	26	27	28	29	30
ARNT TACC3 PPI	-1	-24	-4&-3	6	-1	-8
C2C12 statin	7	.	11&10	2	.	29
esBAF inh	-4	.	-4&1	0	-8	1
Cneo AK release	1	0	4&0	-2	.	-3
ERp5 block	2	.	5&-4	.	.	-6
SIRT5 inh	-1	.	-2&-3	.	.	1
miR122 inh	.	-4	5[16.7 µM]	-5	-4	-6

(31) COCC#Cc1cnc2c(c1)C(=O)N([C@@H](C)CO)C[C@@H](C)[C@H](CN(C)Cc1ccccc1)O2
(32) Cc1ccc(S(=O)(=O)Nc2cccc3c2O[C@@H](CN(C)S(=O)(=O)c2cn(C)cn2)[C@@H](C)CN([C@H](C)CO)C3=O)cc1
(33) COc1ccccc1CN1C[C@H](C)[C@@H](OC)CN(C)C(=O)c2cc(NC(C)=O)ccc2OC[C@@H]1C
(34) COc1ccc(-n2c(C)c(C)c3c(NCCCN(C)C)ncnc32)cc1
(35) CCOc1ccccc1NC(=O)CCn1cccc1
(36) COc1ccc2cc(CN(CCCN3CCOCC3)Cc3nnnn3C3CCCCC3)c(=O)[nH]c2c1

screen / no.	31	32	33	34	35	36
ARNT TACC3 PPI	-6	2	0	7	-6	-2
C2C12 statin	2	-4	14	4	.	-2
esBAF inh	0	-5	-8	4	.	-1
Cneo AK release	7	0	2	-1	.	-1
ERp5 block	1	13	0	1	0	.
SIRT5 inh	-1	-8	2	0	-1	.
miR122 inh	1[16.7 µM]	0[16.7 µM]	.	-1	.	-10

Continued; the last two above are carried over.
(35) CCOc1ccccc1NC(=O)CCn1cccc1
(36) COc1ccc2cc(CN(CCCN3CCOCC3)Cc3nnnn3C3CCCCC3)c(=O)[nH]c2c1
(37) CCn1ccnc1C(O)(c1ccccc1)c1ccccc1
(38) COCC(=O)Nc1ccc2c(c1)[C@H]1C[C@H](CC(=O)NCCc3ccccc3)O[C@H](CO)[C@H]1O2
(39) Cc1cc(C(=O)Nn2cnnc2)ccc1[N+](=O)[O-]
(40) CC(c1ccc(Cl)cc1)n1c(-c2ccc3ccccc3n2)n[nH]c1=S (stereo not drawn)
(41) CC(C)Nc1cc(C(C)(C)C)nc2c(-c3ccccc3)cnn12
(42) Cn1c(CC(=O)Nc2ccccc2F)nnc1SCC(=O)Nc1nccs1

screen / no.	35	36	37	38	39	40	41	42
ARNT TACC3 PPI	-6	-2	-6	-2	-7	-5	-20	10
C2C12 statin	.	-2	1	-2	5	9	.	-16
esBAF inh	.	-1	-5	3	10	6	.	-3
Cneo AK release	.	-1	2	-2	4	38	.	-1
ERp5 block	0	.	0	1	5	1	-7	3
SIRT5 inh	-1	.	3	-1	-2	0	-8	-4
miR122 inh	.	-10	-4	-5[16.7 µM]	4	1	.	.

(43) CCCNC(=O)N1C[C@H]2[C@@H](c3ccccc31)[C@@H](CO)N2C(=O)Nc1ccc(F)cc1
(44) Cc1ccc(C2C(C(=O)c3cccs3)=C(O)C(=O)N2c2nnc(C)s2)cc1 (stereo not drawn)
(45) C[C@@H]1CN([C@@H](C)CO)C(=O)c2cc(C3=CCCC3)cnc2O[C@@H]1CN(C)C
(46) C[C@@H]1CN([C@@H](C)CO)C(=O)c2cccc(NC(=O)NC3CCCCC3)c2O[C@H]1CN(C)S(=O)(=O)c1ccc(Cl)cc1
(47) COc1cccc(CNC(=O)C2CC(=O)N(C3CCCCCCC3)C2)c1 (stereo not drawn)
(48) Cc1ccc(-n2ncc(C#N)c2/N=C/N2CCOCC2)cc1

screen / no.	43	44	45	46	47	48
ARNT TACC3 PPI	-4	38	3	-9	-5	1
C2C12 statin	9	.	11	-5	-5	-8
esBAF inh	-3	.	2	3	-3	-3
Cneo AK release	56	.	-6	2	-1	0
ERp5 block	2	-8	1	0	-2	.
SIRT5 inh	-1	3	-2	1	-3	.
miR122 inh	10[16.7 µM]	.	3[16.7 µM]	-10[16.7 µM]	-8	-3

(49) O=C(CSc1nnc(C2COc3ccccc3O2)o1)N1CCOCC1 (stereo not drawn)
(50) O=C(Cc1ccc(Cl)cc1)Nc1ccncc1
(51) CCc1cc(Cl)c(OC)c(C(=O)NC[C@@H]2CCCN2CC)c1O
(52) COCCNC(=O)/C(C#N)=C/c1ccc(OC(=O)c2cccs2)c(OC)c1
(53) CN(C)c1ccc(-c2nc3cc(N)ccc3o2)cc1
(54) CC(=O)NC(CC(=O)OCC(=O)N1CCN(S(=O)(=O)c2ccc(C)cc2C)CC1)c1ccccc1 (stereo not drawn)

screen / no.	49	50	51	52	53	54
ARNT TACC3 PPI	-27	-4	0&-1	6	-20	2
C2C12 statin	.	-20	-3&-8	.	-11	-2
esBAF inh	-8	4	-10&-11	.	-66	-6
Cneo AK release	0	4	3&6	.	-6	1
ERp5 block	.	0	4&1	3	-3	-2
SIRT5 inh	.	0	-4&-1	-1	-3	-5
miR122 inh	8	4	-7&-3	.	-3	-15

(55) CC1(C)CN(c2ccccc2)C(=O)[C@H]1CC(=O)Nc1ccccc1
(56) CC(C)OP(=O)(OC(C)C)C(Nc1cccc(C(=O)O)c1)c1ccccc1 (stereo not drawn)
(57) O=C(Cn1ncc(Cl)c(Cl)c1=O)NC(=O)NC1CCCCC1
(58) COC(=O)c1cc(S(=O)(=O)N2CCCC(C)C2)cn1C (stereo not drawn)
(59) COc1cc(OC)cc(-c2nc3ccccc3s2)c1
(60) O=C(c1ccc([N+](=O)[O-])cc1)N(Cc1ccccc1)Cc1ccccc1

screen / no.	55	56	57	58	59	60
ARNT TACC3 PPI	.	-8	-6	-4	-6	10
C2C12 statin	-7	-1	.	2	-29	-4
esBAF inh	7	-8	.	-2	40	-7
Cneo AK release	.	-1	.	0	-11	2
ERp5 block	0	-3	-21	3	.	3
SIRT5 inh	.	-6	1	0	.	9
miR122 inh	4	-2	1	-4	7	12

(61) Cc1ccc(-c2cnc3c(c2)C(=O)N([C@H](C)CO)C[C@@H](C)[C@@H](CN(C)CC2CCCC2)O3)cc1
(62) O=C(Nc1ccc(F)cc1)N1CCCCN2[C@H](CO)[C@H](c3ccc(-c4ccncc4)cc3)[C@H]2C1
(63) CC1CCCC(NC(=O)COC(=O)c2cccnc2Cl)C1C (stereo not drawn)
(64) Cc1ccn(CC(=O)N2CCCC(Nc3ccc(F)c(F)c3)C2)n1 (stereo not drawn)
(65) C[C@@H]1CN([C@@H](C)CO)C(=O)c2cc(NC(=O)C3CC3)ccc2O[C@@H]1CN(C)Cc1ccc(-c2ccccc2)cc1
(66) COc1ccc(C2c3ccc4ccccc4c3Oc3ncn(Cc4ccco4)c(=N)c32)cc1OC (stereo not drawn)

screen / no.	61	62	63	64	65	66
ARNT TACC3 PPI	2	3	.	0	16	0
C2C12 statin	3	.	7	-9	5	-22
esBAF inh	5	.	1	-3	-4	-3
Cneo AK release	6	1	-3	5	13	3
ERp5 block	-8	-4	-9	2	-1	.
SIRT5 inh	0	-1	-2	-4	15	.
miR122 inh	8[16.7 µM]	1[16.7 µM]	-2	-5	11[16.7 µM]	18
